Screening data (PubChem BioAssay)
TAG inh: triacylglycerol accumulation inhibition; 0.66% of 230,000 active; inhibition, % at 12.5 µM; AID 651582; H9c2 cells, Nile Red lipid (TAG) fluorescence; cells loaded with 200 µM oleic acid;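 active = pattern-corrected inhibition of lipid staining of at least 50% with the nuclear-stain viability signal not falling by more than 50%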;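 also: 0% = DMSO wells and 100% = triacsin C control wells; some results filed as inactive read as strong as hits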
TAG inh DAPI viability: recorded beside TAG inh, whose call it bears; DAPI nuclei signal change (viability), lower = more cytotoxic, %;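 whole-well DAPI fluorescence read on a plate reader as a viability signal; minus 50 percent equals half of cells still viable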
* = called active by the depositor. An excerpt. The share of hits here may be higher or lower than overall.

Values in the order – TAG inh | TAG inh DAPI viability
> N#Cc1ccc(C(=O)N2CCC3CC2c2cc(-c4ccccc4)ccc23)cc1 (stereo unspecified)
 : -3 | -1
> COc1ccc(CN2CCNC(=O)C2CC(=O)NC2CCC2)c(OC)c1 (stereo unspecified)
 : -2 | 12
> O=C(Nc1ccc(Oc2ccccc2)cc1)c1csc([C@H]2C[C@H](O)[C@@H](CO)O2)n1
 : -31 | -2
> CCc1nnc(NC(=O)c2ccc(-c3ccc(F)cc3)o2)s1
 : -1 | -3
> COc1ccc(/C=N/N=C2/NC(=O)C(CC(=O)NC(N)=O)S2)cc1 (stereo unspecified)
 : 1 | -3
> CC(C)(C)c1cc(-c2nc(N)nc(N)n2)c(O)c(C(C)(C)C)c1
 : 18 | 18
> Cc1ccc(NC(=O)CO/N=C/c2ccc(N(C)C)cc2)cc1
 : -18 | -5
> Cc1ccc(S(=O)(=O)N2CCC(=O)N(CCOC(=O)Nc3cccc(Cl)c3)CC2)cc1
 : -1 | -4
> Cc1ccc(CN2CCC[C@]3(N[C@H](c4ccc(C)cc4)[C@@H]4C(=O)N(Cc5ccccc5)C(=O)[C@@H]43)C2=O)cc1
 : 1 | -15
> O=C(Nc1cc2c(cc1Br)OCCCO2)c1cccnc1
 : 7 | -7
> COc1cc(CC(=O)Oc2ccc3c(c2)OCO3)cc(OC)c1OC
 : 0 | -4
> Cc1ccc(Nc2c(N)c(=O)oc3ccccc23)cc1
 : -39 | 0
> CSCc1c(C(=O)OCC(=O)c2ccc[nH]2)oc2ccccc12
 : -32 | -1
> C/C(CC(=O)NCc1ccco1)=N\NC(=O)COc1ccc(Cl)cc1Cl
 : 12 | -4
> N#Cc1ccccc1NC(=O)COC(=O)c1c[nH]c2ccccc12
 : 15 | 5
> O=C/C(=C\Nc1ccc(Br)cc1)c1nc2ccccc2o1
 : -16 | -8
> CCn1cc(Cl)c(C(=O)Nc2nc3ccccc3n2CCN2CCCCC2)n1
 : 21 | -7
> Cc1ccc(S(=O)(=O)NCc2ccccc2)cc1C(=O)N(C)CC(=O)Nc1ccccc1Br
 : 10 | -12
> CC(=O)c1c(C(=O)O)c2ccccc2[nH]c1=O
 : -2 | 3
> CCn1c(SCC(=O)NC2CCCCC2)nnc1C(CO)NC(=O)c1ccccc1 (stereo unspecified)
 : 16 | -4
> COCCNC(=S)Nc1ccc(N2CCOCC2)c(S(=O)(=O)Nc2ccccc2OC)c1
 : 33 | 2
> CN(C)c1ccc(N2C(=O)CC(c3ccccc3)CC2=O)cc1
 : 3 | 0
> Cc1cc(N2CCN(c3nc(-c4ccc([N+](=O)[O-])cc4)cs3)CC2)c2ccccc2n1
 : 25 | -4
> CC(OC(=O)C1=COCCO1)C(=O)Nc1ccccc1C#N (stereo unspecified)
 : 4 | -1
> Cc1ccn(CCNC(=O)C2CCC(=O)N(Cc3ccc(Cl)cc3)C2)n1 (stereo unspecified)
 : -1 | 0
> Cc1ccc(-c2c[n+](Cc3cccc(Cl)c3)c3n2CCC3)cc1
 : 4 | -2
> C=CCN1C(=O)C2(NNc3ccccc3O2)c2ccccc21 (stereo unspecified)
 : 7 | -14
> O=C1[C@H]2C(c3ccccc3)=NN(c3ccccc3)[C@H]2C(=O)N1c1ccccc1
 : 6 | 14
> O=C(CSc1nc(N2CCOCC2)nc(N2CCOCC2)n1)Nc1cccc(C(F)(F)F)c1
 : 24 | 2
> O=C(OCc1ccccc1)N(CCCCN(CCCNCc1ccccc1)C(=O)OCc1ccccc1)CCCNCc1ccccc1
 : 136 | -61
> COc1ccc(-c2coc3c(C(=O)Nc4cccc(C(C)=O)c4)cccc23)c(C)c1
 : -16 | 10
> COc1ccc(C(=O)n2nc(-c3ccc(C)cc3)nc2N)cc1OC
 : 0 | 2
> COc1cccc(C2c3c(-c4ccccc4O)n[nH]c3C(=O)N2Cc2ccco2)c1 (stereo unspecified)
 : 1 | -7
> COc1ccccc1CNC(=O)c1ccc(N(C)S(=O)(=O)c2ccc(C)cc2)cc1
 : 18 | 2
> CCOC(=O)C1=NN(c2ccccc2)C(=O)/C1=C\c1ccc(N(C)C)cc1
 : -11 | 7
> c1ccc(Cn2nnnc2CN2CCN(Cc3ccc4c(c3)OCO4)CC2)cc1
 : -19 | 17
> Cc1cnc(NC(=O)c2sc3ccccc3c2Cl)s1
 : -1 | -1
> Cc1c(C(=O)OCC(=O)NCc2ccccc2)oc2ccccc12
 : -5 | 0
> O=C(CCCC(=O)OCC1CCCO1)OCC1CCCO1 (stereo unspecified)
 : -7 | 8
> CCOC(=O)C1(C)CCN1C(=O)c1ccc(F)c(Cl)c1 (stereo unspecified)
 : -23 | -1
> O=C(CCNC(=O)Cn1ccc2ccccc2c1=O)NCCCN1CCN(c2ccccc2F)CC1
 : 21 | -6
> CCC(C)NC(=O)c1ccc2c(c1)N(Cc1ccccc1)C(=O)CS2 (stereo unspecified)
 : -15 | -2
> Cc1ccc([C@H]2C(C#N)=C(N)Oc3cc(C)oc(=O)c32)o1
 : 1 | 2
> C/C(=N\NC(=O)NC1CCCCC1)c1ccco1
 : -5 | 8
> O=C(Nc1ccccc1C(=O)NCCCn1ccnc1)c1ccc(Cl)cc1Cl
 : -9 | -11
> CCS(=O)(=O)c1ccc2oc(SCC(=O)Nc3ccc(OC)cc3OC)nc2c1
 : -3 | 3
> CC(=O)Nc1ccc(NC(=O)C(C)OC(=O)CCN=C2NS(=O)(=O)c3ccccc32)cc1 (stereo unspecified)
 : -4 | 11
> CC(C)Cc1nc2oc3c(Cl)ncnc3c2c2c1CCCC2
 : 12 | 4
> Cc1ccc2c(c1)cc(CN(Cc1ccc3c(c1)OCO3)C(=O)c1ccccc1)c1nnnn12
 : -4 | 4
> O=C(CSCC(=O)N1CCOCC1)Nc1nc(-c2ccc3c(c2)OCO3)cs1
 : 4 | -2
> CN(C(=O)c1cccc(NC(=O)Cc2ccc(NC(=O)C3CCCN(C(=O)CCc4ccccc4)C3)cc2)c1)C1CCCC1 (stereo unspecified)
 : -22 | 15
> CC1(C)O[C@@H]2[C@H](O1)[C@@H](COS(=O)(=O)O)O[C@H]2n1ccc(=O)[nH]c1=O
 : -14 | 1
> CCc1nc2c(OCc3ccc(C#N)cc3)cccn2c1N(C)C(=O)c1ccco1
 : 9 | -31
> Cn1cccc1CC(=O)N/N=C/c1cccc2ccccc12
 : -23 | 5
> CCN(CC)CCN(C(=O)c1ccc(C(=O)c2ccccc2)cc1)c1nc2cc3c(cc2s1)OCO3
 : 12 | 11
> COc1cccc(SCC(=O)N2CCN(c3ccccc3)CC2)c1
 : -5 | 4
> COC(=O)c1ccc(N2CCN(c3ccccc3)CC2)c(NC(=O)C2CC2)c1
 : 10 | 12
> O=C([C@H](Cc1ccc(O)cc1)n1cc(CCO)nn1)N1CCNCC1
 : 11 | 1
> O=C(CSc1nc2ccccc2c2nc3ccccc3n12)NCc1ccco1
 : 14 | 6
> COc1cc(O)c(C(CCN2CCN(c3ccccc3)CC2)c2ccc(N(C)C)cc2)c(OC)c1 (stereo unspecified)
 : 10 | 0

(further entries)
Values in the order – TAG inh | TAG inh DAPI viability
> CCOc1ccc(Cn2c(=O)oc3ccccc32)cc1
 : 6 | -8
> O=C(Nc1nc2ccccc2[nH]1)C1CCCC1
 : 10 | -4
> CC(C)(C)SCCNC(=O)/C=C/c1cccc([N+](=O)[O-])c1
 : -5 | 7
> CC(C)(C)NC[C@@H](O)COc1cccc2c1CCCC2=O
 : -7 | 0
> CCCCOCCCNC1=NCCCCC1
 : 15 | -7
> OC(CN1CCN(c2ccccn2)CC1)Cn1c2ccc(Cl)cc2c2cc(Cl)ccc21 (stereo unspecified)
 : 33 | -1
> O=C(Cc1ccccc1)NC1(O)C(=O)c2ccccc2C1=O
 : 4 | 3
> O=C(NCC(c1ccco1)N1CCOCC1)c1cccc([N+](=O)[O-])c1 (stereo unspecified)
 : 3 | 0
> O=C(Cc1ccc(F)cc1)Nc1ccc(S(=O)(=O)N2CCCC2)cc1
 : -48 | -7
> Cc1cc(N2CCN(C)CC2)n2cc(-c3ccc(F)cc3)nc2n1
 : 16 | 27
> C/C(=N\Nc1ncc(Cl)cc1Cl)c1ccc(C#N)cc1
 : -1 | -7
> Cc1cccc(NC(=O)Cn2cc(C(=O)c3ccco3)c3ccccc32)c1
 : -16 | 3
> C/C(=N/NC(=O)c1ccncc1)C1=C(O)CC(C)(C)CC1=O
 : -24 | 12
> COc1ccc(NC(=O)CSc2ccc(-c3cccs3)nn2)c(OC)c1
 : -49 | -2
> CC12CCC(=O)N1C(C(=O)Oc1cccc(F)c1)CS2 (stereo unspecified)
 : 10 | -16
> CCOc1ccc(NC(=O)CSc2nnc(C)n2CC)cc1
 : -7 | 4
> COc1ccc(OC)c(NC(=O)CN2C(=O)C(=O)N(Cc3ccccc3)C2=O)c1
 : -9 | 3
> CC(C)c1ccc(/C=N/N2CCN(c3ccccn3)CC2)cc1
 : 3 | -2
> CCN(CC)S(=O)(=O)c1cc(C(=O)c2nccn2C)ccc1Cl
 : 8 | -5
> COc1ccc(Cn2nnnc2C(c2cc3cc(C)ccc3[nH]c2=O)N2CCN(C)CC2)cc1 (stereo unspecified)
 : 23 | 4
> COc1ccc(C(CNC(=O)c2cccc(S(=O)(=O)N3CCCc4ccccc43)c2)N(C)C)cc1 (stereo unspecified)
 : 6 | 3
> CC(C)c1ccc(NC(=S)NCc2ccc3c(c2)OCO3)cc1
 : 9 | -17
> CN(C)CCN1C(=O)c2oc3ccc(F)cc3c(=O)c2C1c1ccncc1 (stereo unspecified)
 : 4 | 3
> CC(C)(C)c1nnc(NC(=O)CN2C(=O)C3C4C=CC(C4)C3C2=O)s1 (stereo unspecified)
 : -4 | 4
> Cc1cccc(OCC(=O)NCC(=O)N/N=C/c2c(C)[nH]c3ccccc23)c1
 : 5 | 1
> O=C1CC(C(=O)Nc2ccccc2)C2(CCCCC2)O1 (stereo unspecified)
 : -14 | 7
> CS(=O)(=O)N(Cc1ccccc1)c1ccc(C(=O)NCc2cccnc2)cc1
 : -2 | -1
> COc1ccc(-c2noc(N3CCCC(C(=O)Nc4cc(F)ccc4F)C3)n2)cc1 (stereo unspecified)
 : 15 | 1
> COc1ccc(OC)c(C(=O)COC(=O)c2[nH]c(C)c(C(C)=O)c2C)c1
 : 20 | -2
> CCC(=O)Nc1nnc(CSCc2ccccc2)s1
 : 0 | 1
> Cc1cc2c(cc1S(=O)(=O)N1CCN(c3cccc(C)c3C)CC1)OCC(=O)N2
 : -1 | -8
> O=C1/C(=C\c2ccsc2)NC(=S)N1c1ccccc1
 : 1 | -4
> O=[N+]([O-])c1ccc(CN2CC(N3CCCC3)CS2(=O)=O)cc1 (stereo unspecified)
 : -1 | -13
> CCCCNS(=O)(=O)c1ccc2c(c1)oc(=O)n2CC(=O)OCC
 : -3 | -10
> O=C(Oc1ccc(-n2cnnn2)cc1)c1ccco1
 : 4 | -5
> O=c1cc2c(nn1Cc1c(Cl)cccc1Cl)-c1ccccc1CC2
 : -5 | 2
> CCOCC(O)CNC(=O)c1ccc2nc(Cc3ccc(OC)c(OC)c3)oc2c1 (stereo unspecified)
 : 11 | -14
> O=S(=O)(c1ccc2ccccc2c1)N1CCN(S(=O)(=O)c2c(F)cccc2F)CC1
 : -26 | -4
> COC(=O)C1=C(C)NC(C)=C(C(=O)OC)C1c1cc2cc(C)ccc2[nH]c1=O
 : -43 | -16
> Cc1noc(C)c1C(=O)NC(Cc1c[nH]c2ccccc12)C(=O)O (stereo unspecified)
 : 0 | 1
> O=C(CSc1ccc2nnc(-c3ccccn3)n2n1)Nc1cccc(F)c1
 : 13 | -1
> O=C(O)/C=C/C(=O)Nc1ccc(SC(F)(F)F)cc1
 : -9 | -8
> COC(=O)C1=C(C)N(Cc2ccccc2)C(=O)N[C@H]1c1cccc(C(F)(F)F)c1
 : 1 | -5
> COc1cccc(N(CC(=O)NCc2cccnc2)S(C)(=O)=O)c1
 : -1 | -2
> Cc1ccc2c(c1)N(C(=O)CCC(=O)NCCN1CCOCC1)CCO2
 : -10 | 5
> Cc1ccc2c(c1)c1c3n2CCN(CCC#N)C3CCC1 (stereo unspecified)
 : 14 | 6
> O=C1CS/C(=N/N=C/c2ccc(OS(=O)(=O)c3ccccc3)cc2)N1
 : 4 | -6
> OC(c1cccc(CN2CCCCC2)c1)c1ncc(-c2cccc3ccccc23)[nH]1 (stereo unspecified)
 : -7 | 17
> CSc1ccccc1C(=O)Nc1ncn[nH]1
 : 5 | -3
> CC(NC(=O)C1CCN(C(=O)c2ccc(F)cc2)CC1)c1ccc(S(N)(=O)=O)cc1 (stereo unspecified)
 : 3 | 5
> O=S(=O)(c1ccc(SCc2ccccc2)nc1)N1CCCCCC1
 : 4 | 1
> CCCCN(C(=O)c1ccccc1Br)C1CCS(=O)(=O)C1 (stereo unspecified)
 : -5 | 0
> COc1ccc(C(CNC(=O)c2cc(F)c(F)c(F)c2F)N2CCOCC2)cc1 (stereo unspecified)
 : 8 | -3
> Cc1ccc(S(=O)(=O)Nc2ccc(C(=O)NCc3cccnc3)cc2)cc1
 : 0 | 1
> COc1ccc(NC(=O)CSc2nc(NS(=O)(=O)c3ccccc3)cc(=O)[nH]2)cc1
 : 22 | -7
> Cc1ccc(S(=O)(=O)/N=C/c2ccco2)cc1
 : -12 | 3
> CN(C)CCN(Cc1cccs1)c1ccccn1
 : -7 | -1
> Cn1cc(CN(CCO)Cc2cccs2)c(-c2cccc(Cl)c2)n1
 : -18 | 4
> CC(C#N)Sc1ccc(S(=O)(=O)N2CCCC2)cn1 (stereo unspecified)
 : 14 | -7

A second format for some results above.
Molecule | TAG inh | TAG inh DAPI viability
Cc1ccc(S(=O)(=O)Nc2ccc(C(=O)NCc3cccnc3)cc2)cc1 | 0 | 1
COc1ccc(NC(=O)CSc2nc(NS(=O)(=O)c3ccccc3)cc(=O)[nH]2)cc1 | 22 | -7
CSc1ccccc1C(=O)Nc1ncn[nH]1 | 5 | -3
O=S(=O)(c1ccc(SCc2ccccc2)nc1)N1CCCCCC1 | 4 | 1
CCCCN(C(=O)c1ccccc1Br)C1CCS(=O)(=O)C1 (stereo unspecified) | -5 | 0
